TTR transcr act = activators of transthyretin transcription | SH-SY5Y TTR promoter Gaussia luciferase, luminescence; 100% = recombinant luciferase protein wells | activation, % at 16.7 µM | 92,000 tested, 1.3% active;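 active = activation above the mean of all tested compounds plus 3 SD, cut at about 9.5% in these data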;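 note: cells exposed to compounds for one day before reading; 0% = median of all test compound wells on the plate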
Numbers without * were called inactive.

SMILES	TTR transcr act
Nc1cnccc1C(=O)O	10.5*
CCOC(=O)CSc1nnc([C@H](Cc2ccccc2)NC(=O)OC(C)(C)C)o1	-2.5
C/C(=N\OC(=O)c1ccccc1)c1c(C)nc2cc(C)ccn12	5.0
O=C(O)c1cc(NN=Nc2ccc(Br)cc2)cc([N+](=O)[O-])c1	-2.2
CCC(=O)c1cc2c(cc1NC(=O)C(C)C)OCCO2	4.2
CCOC(=O)/C=C/C(=O)Nc1ccc(S(=O)(=O)Nc2c(C)cc(C)cc2C)cc1	-2.5
CCN(C(=O)CSc1nc2ccccc2n1CC(C)C)c1c(N)n(Cc2ccccc2)c(=O)[nH]c1=O	1.0
Cc1nc2ncccn2c1-c1csc(Nc2cccc(C(=O)O)c2)n1	1.2
CC1CCCN(C(=O)COC(=O)Cc2ccc(Cl)cc2)C1 (stereo not drawn)	1.0
COc1ccc(CN(C(=O)c2cc3ccccc3oc2=O)C2CCCCC2)cc1OC	-1.1
Clc1ncc(CSc2ccccc2)s1	3.7
CNC(=S)N(CCCN(C)C)Cc1cc2cc3c(cc2[nH]c1=O)OCCO3	-0.1
COc1ccc(OC)c(NC(=O)C(Sc2ccccc2)c2ccccc2)c1 (stereo not drawn)	1.6
CCN(CC)S(=O)(=O)c1ccc(C(=O)NCc2nnc(SCC(=O)OC)n2C)cc1	1.6
COC(=O)[C@@]1(C)[C@H]2C(=O)N(C)C(=O)[C@H]2[C@H]2CN=C(SCc3ccccc3)N21	0.1
C=CCn1c(C)cc(C(=O)CSc2nnc3c(Cl)cc(Cl)cn23)c1C	21.6*
CS(=O)(=O)N1CCc2cc(S(=O)(=O)N3CCCCC3)ccc21	-1.1
COc1ccc(NC(=O)CC(C)c2ccccc2)c([N+](=O)[O-])c1 (stereo not drawn)	0.6
COc1ccc(N2CCN(CCNS(=O)(=O)c3cccc4nsnc34)CC2)cc1	-0.7
C=CCc1ccc(OCC(O)CN2CCc3ccccc3C2)c(OC)c1 (stereo not drawn)	1.0
CC(=O)c1cccc(NC(=O)c2ccc(-c3c(C)noc3C)c3ccoc23)c1	-2.2
O=C(CSc1nnc2ccccn12)NCc1ccco1	-0.2
Cc1ccc(Cl)cc1N1CCN(Cc2nnnn2C2CCCCC2)CC1	0.9
CCCC[C@H]1COCCS(=O)(=O)N1Cc1cccc([N+](=O)[O-])c1	4.5
CCCn1c(C(O)c2ccc(OCC)cc2)nc2ccccc21 (stereo not drawn)	-0.5
O=C(O)C1CCN(C(=O)COc2ccc3c4c(c(=O)oc3c2)CCCC4)CC1	-0.9
NNc1nc2sc3c(c2c(=O)n1C1CCCCC1)CCN(Cc1ccccc1)C3	-1.4
COc1ccc(C(CNC(=O)c2cccc(S(=O)(=O)Nc3ccc(F)cc3)c2)N2CCCCC2)cc1 (stereo not drawn)	-0.2
Nc1ccc(S(=O)(=O)Nc2cnc3c(Cl)cccc3n2)cc1	3.0
CCNC(=S)Nc1cc(-c2ccc(Cl)cc2)[nH]n1	-1.9
CCN(CC)S(=O)(=O)c1cc(C(=O)NC2CCCCC2)ccc1C	-0.9
Clc1ccc2c(c1)-c1nnc(Br)n1-c1ccccc1S2	-0.3
COc1ccccc1CNC(=O)COC(=O)C1=COCCO1	0.7
O=c1c(N=Nc2ccccc2)c[nH]n1-c1ccccc1	-1.3
Cc1c(NC(=O)CCCCCN2C(=O)C3C4C=CC(C4)C3C2=O)c(=O)n(-c2ccccc2)n1C (stereo not drawn)	-0.8
Cc1[nH]c2ccccc2c1SCC(=O)NNC(=O)Nc1ccc(OC(F)(F)F)cc1	1.5
O=C(CCCCCCCC(=O)N1CCCCC1)N1CCCCC1	-1.8
COc1ccc(S(=O)(=O)N(C)CC(=O)NCc2cccnc2)cc1	-0.7
O=C(OCCCN1CCOCC1)c1ccc(O)c(O)c1	-2.1
C=CCN1C(=O)C(CC(=O)Nc2ccccc2)S/C1=N/c1nccs1 (stereo not drawn)	2.2
COc1ccc(S(=O)(=O)N(CC(=O)NCc2ccncc2)c2ccc(C)cc2)cc1Br	0.0
CC(=O)c1cccc(NC(=O)CCS(=O)(=O)c2cc3c(cc2C)NC(=O)CO3)c1	1.3
CCc1ccc(CNC(=O)CCc2nc(-c3cccs3)no2)cc1	0.8
CCC1Oc2ccc(C)cc2N(CC(=O)NCCc2ccc(OC)c(OC)c2)C1=O (stereo not drawn)	0.0
Cc1ccc(C(=O)NNc2nc3ccccc3nc2C(F)(F)F)cc1	3.9
C[C@H](CO)N1C[C@H](C)[C@@H](CN(C)Cc2ccc3c(c2)OCO3)Oc2ccc(NC(=O)Cn3cnnn3)cc2C1=O	3.5
CCN(CC(=O)NCc1ccc(F)cc1)C(=O)c1ccc(COc2ccccc2)cc1	-1.7
O=C(Nc1c(Cl)cc2c(c1Cl)Cc1cc([N+](=O)[O-])ccc1-2)C(Cl)Cl	-1.6
N#Cc1ccsc1NC(=O)CCS(=O)(=O)c1ccccc1	0.9
CCc1ccc(-n2c(Cc3ccccc3)n[nH]c2=S)cc1	0.8

(next part)
SMILES	TTR transcr act
COC(=O)Cn1c(=NC(=O)c2nc3ccccc3s2)sc2cc(S(C)(=O)=O)ccc21	2.7
Cc1ccc(NC(=O)OC2CC3CC2[C@H]2CCCCN2C3)cc1C (stereo partly drawn)	-0.4
CCC(=O)N1CCCc2cc(S(=O)(=O)N3CCN(c4ccccn4)CC3)ccc21	-1.3
CC(C)Oc1cc(F)ccc1-c1cc(C(=O)NCc2cccnc2)[nH]n1	0.7
O=C(c1cccs1)N1CCCN(c2ncnc3scc(-c4ccccc4)c23)CC1	0.6
CSc1nc2nccc(-c3ccc4c(c3)OCO4)n2n1	-0.8
COc1ccc(C(=O)OCC(=O)Nc2cc(C)c(C)cc2[N+](=O)[O-])cc1	0.2
CC(C)C(c1nnnn1C1CCCCC1)N1CCc2ccccc21 (stereo not drawn)	-0.4
COC(=O)c1c(C)[nH]c(O)c1C=Nc1ccc(Oc2ccccc2)cc1	0.8
Cc1ccccc1OCC(=O)Nc1cccc(C(=O)O)c1	-0.7
CCOc1cccc(N2C(=O)CC(N(CCc3ccc(OC)c(OC)c3)C(=O)CC)C2=O)c1 (stereo not drawn)	7.6
CCn1nc(C)c(CNC(=O)CC2C(=O)NCCN2CC(C)(C)C)c1C (stereo not drawn)	0.8
Cc1[nH]c2ccccc2c1/C=N/Nc1ccccn1	1.5
CC1(C(=O)NC2CCCCC2)CCC(=O)N1C1CCN(Cc2ccccc2)CC1 (stereo not drawn)	2.0
Cc1nc2ccc(C(=O)Nc3ccc(N(C)C)cc3)cc2s1	6.7
CCN1CCCCC(NC(=O)c2ccccc2OC)C1=O (stereo not drawn)	0.4
CCN(CC)c1ncc(C#N)c(N)n1	0.1
O=C(Cc1ccccc1F)Nc1ccc(S(=O)(=O)N2CCCCC2)cc1	-1.6
COC(=O)C1=C(NC(=O)c2ccc(C)c(C)c2)CCS1	0.4
CCC(=O)N1CCc2cc(S(=O)(=O)CCC(=O)N3CCN(c4ccc(F)cc4)CC3)ccc21	-2.4
CC(=O)N1CCN(c2ccc(NCc3cccc(C)c3)cc2)CC1	-1.5
Cn1c(=O)[nH]c(=O)c2c1nc(CN1CCN(c3ccc(F)cc3)CC1)n2CCCc1ccccc1	-1.3
CCNC(=O)Nc1cc2nc(C)n(Cc3ccc(Br)cc3)c2nc1C	7.5
O=C(Cn1cnc2c(nc3n2CCCCC3)c1=O)Nc1cccc(C(F)(F)F)c1	0.2
CCC(OC(=O)c1nsc(Cl)c1Cl)C(=O)NC(C)(C)CC (stereo not drawn)	-1.3
COc1ccc2c3n([n+]([O-])c2c1)CCN=C3c1ccc(Cl)cc1	0.5
Cc1ccc(S(=O)(=O)N2C[C@@H]3[C@H]4CC[C@H](C4)[C@@H]3[C@@H](C)[C@@H]2c2cn(Cc3ccccc3)c3ccc(F)cc23)cc1	-1.6
CCOc1ccc2[nH]c(=O)c(C(c3nnnn3C3CCCCC3)N3CCN(C)CC3)cc2c1 (stereo not drawn)	-1.8
Cc1ccc(N/C=C(/C#N)c2ccsc2)cc1	-4.6
CN(C)C(=O)c1cccc(-c2csc(N3CCC(C(N)=O)CC3)n2)c1	1.9
O=C(CCS(=O)(=O)Cc1ccccc1)N1CCc2ccccc2C1	0.9
CC(=O)Nc1cc(S(=O)(=O)C(F)(F)F)ccc1Cl	4.2
O=C1CNC(=S)N1CCOc1ccccc1	-0.1
Cn1cc(Br)c(C(=O)N2CCc3ccccc32)n1	-0.2
COc1ccc(-n2nc(C(=O)NCC(=O)NCCCN3CCN(C)CC3)c3ccccc3c2=O)cc1	-1.0
CC1C(c2ccccc2)N(C)CCC12NC(=O)NC2=O (stereo not drawn)	-1.1
O=C(NCC(c1ccc(F)cc1)N1CCOCC1)c1cc(F)c(F)c(F)c1F (stereo not drawn)	5.1
O=c1c2c(nc3cc(-c4ccccc4Cl)[nH]n13)CCS2	-1.0
COCCN(CC(=O)NCC1CCCO1)C(=O)CCC(=O)Nc1cc(C)ccn1 (stereo not drawn)	-0.1
COc1ccc(OC(=O)NCCc2ccccc2)cc1	-1.9
C=CCN(CC(=O)Nc1c(C)cccc1CC)C(=O)SCCC	-3.1
O=C(CCCNC(=O)/C(=C/c1ccc(Br)cc1)NC(=O)c1ccccc1)OCc1ccccc1	-0.4
COc1ccc([N+](=O)[O-])cc1NC(=O)Cc1noc2ccc(C)cc12	0.1
COc1cccc(-n2ccnc2SCC(=O)N2CCCc3ccccc32)c1	3.2
COc1cccc(-c2cc(CNC(=O)[C@H]3O[C@@H](n4cnc5c(N)ncnc54)[C@H](O)[C@@H]3O)no2)c1	-2.0
CCc1ccc(CN(C)C(=O)CCc2nc3ccccc3n(-c3ccc(OC)cc3)c2=O)cc1	-5.0
COc1ccccc1C(=O)NC(=Nc1nc2ccccc2o1)NC(=O)c1ccccc1OC	-0.3
CCCCn1cnc2c(SCc3ccccc3)nc(N)nc21	1.8
COc1ccc(-c2cn(-c3ccc(Cl)cc3)c3[n+]2CCCCC3)cc1	11.9*
CN(C)S(=O)(=O)c1ccc2[nH]cc(/C=C/c3nc4ccccc4c(=O)n3-c3ccccc3)c2c1	-3.4

Continuation.
SMILES	TTR transcr act
O=C(COC(=O)Cc1ccc(Br)cc1)NC12CC3CC(CC(C3)C1)C2	-3.7
CCCCC(=O)Nc1cccc(NC(=O)c2cccc(Br)c2)c1	-2.1
COc1ccc(C2=NN(C(=O)c3cccs3)C(O)(C(F)(F)F)C2)cc1 (stereo not drawn)	-0.4
COc1ccc(NC(=O)Cn2cnc3c(cnn3C(C)(C)C)c2=O)cc1OC	-0.6
CCC(NC(=O)Nc1cc(C)on1)(C(F)(F)F)C(F)(F)F	1.3
O=[N+]([O-])c1ccc(N2CCN(S(=O)(=O)c3ccccc3)CC2)cc1NCCN1CCOCC1	0.4
CCOC(=O)C1=CN(Cc2ccco2)S(=O)(=O)NC1CC (stereo not drawn)	1.4
O=C(CSc1nnc(-c2ccncc2)n1Cc1ccco1)Nc1ccccc1Cl	0.2
CC(C(=O)Nc1ccc(Br)cc1)N(C)CC(=O)NCc1ccco1 (stereo not drawn)	4.3
CCOC(=O)c1c(C)[nH]c(C(=O)OCC(=O)c2ccccc2)c1C	-1.2

Quoted at random: 3 compounds from above, in no set order.
SMILES	TTR transcr act
CCOC(=O)c1c(C)[nH]c(C(=O)OCC(=O)c2ccccc2)c1C	-1.2
O=C(COC(=O)Cc1ccc(Br)cc1)NC12CC3CC(CC(C3)C1)C2	-3.7
O=C(CSc1nnc(-c2ccncc2)n1Cc1ccco1)Nc1ccccc1Cl	0.2

Next structures
SMILES	TTR transcr act
COc1ccccc1C(=O)Nc1ccc2c(c1)C(=O)NC2=O	-0.3
O=C1Nc2ccccc2C1=O	-0.2
NS(=O)(=O)c1cccc(NC(=O)CSc2ncc(C(F)(F)F)cc2Cl)c1	0.8
CCOC(=O)Cn1c(=O)oc2cc(S(=O)(=O)NCc3ccccn3)ccc21	-1.5
C[C@@H]1CN([C@@H](C)CO)C(=O)c2cc(NS(C)(=O)=O)ccc2O[C@@H]1CN(C)Cc1ccc(C(F)(F)F)cc1	2.5
CCOC(=O)c1sc(N)c(C(=O)OC)c1C	0.8
O=C1CSC(c2cccs2)N1c1ccccc1 (stereo not drawn)	2.2
COc1ccc(CNc2nc(-c3cccnc3)nn2C(=O)c2cccs2)cc1	-2.3
COc1ccc(C2N3CC4(C)CN2CC(C)(C3)C4)cc1OC (stereo not drawn)	-0.3
Cc1nn(-c2ccccc2)c2c1C(c1ccco1)C(C#N)=C(N)O2 (stereo not drawn)	2.7
Cc1ccccc1OCCC(=O)Nc1ccc(S(=O)(=O)N2CCCC2)cc1	-4.3
CCN(Cc1cccs1)C(=O)CN1C(=O)NC(c2ccccc2)(c2ccccc2)C1=O	-0.6
OC1(c2ccccc2)CCN(Cc2ccccc2)CC1	-1.2
CC1=C(C(=O)N2CCOCC2)CC(CC(=O)NCc2cccc3ccccc23)C(=O)N1CCCN1CCCC1=O (stereo not drawn)	0.3

Among those listed so far, these contain an aryl thioether with sulfur outside any ring:
SMILES	TTR transcr act
CCOC(=O)CSc1nnc([C@H](Cc2ccccc2)NC(=O)OC(C)(C)C)o1	-2.5
CCN(C(=O)CSc1nc2ccccc2n1CC(C)C)c1c(N)n(Cc2ccccc2)c(=O)[nH]c1=O	1.0
Clc1ncc(CSc2ccccc2)s1	3.7
COc1ccc(OC)c(NC(=O)C(Sc2ccccc2)c2ccccc2)c1 (stereo not drawn)	1.6
CCN(CC)S(=O)(=O)c1ccc(C(=O)NCc2nnc(SCC(=O)OC)n2C)cc1	1.6
C=CCn1c(C)cc(C(=O)CSc2nnc3c(Cl)cc(Cl)cn23)c1C	21.6*
O=C(CSc1nnc2ccccn12)NCc1ccco1	-0.2
Cc1[nH]c2ccccc2c1SCC(=O)NNC(=O)Nc1ccc(OC(F)(F)F)cc1	1.5
CSc1nc2nccc(-c3ccc4c(c3)OCO4)n2n1	-0.8
COc1cccc(-n2ccnc2SCC(=O)N2CCCc3ccccc32)c1	3.2
CCCCn1cnc2c(SCc3ccccc3)nc(N)nc21	1.8
O=C(CSc1nnc(-c2ccncc2)n1Cc1ccco1)Nc1ccccc1Cl	0.2
NS(=O)(=O)c1cccc(NC(=O)CSc2ncc(C(F)(F)F)cc2Cl)c1	0.8

From PubChem

Only part of the results is shown. The share of hits here may be higher or lower than overall.
